Screens: PubChem BioAssay, NMMLSC
CIT2-GFP yeast = modulators of TOR pathway CIT2-GFP in S. cerevisiae. S. cerevisiae CIT2-GFP strain, flow cytometry, 3 h; 100 means same as DMSO wells. GFP response vs DMSO, % at 10 µM. actives 0.065% (n = 320,000). AID 2029;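 active = GFP response relative to DMSO above a set limit, near the screen mean plus 3 SD, cut at about 150% in these data; inconclusive = Fewer than 70 cells measured for a yeast strain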;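 also: ratio of well median GFP fluorescence to mean of DMSO wells on the plate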
GRK2 inh = inhibitors of human GRK2 displacing RNA aptamer. bead flow cytometry, FAM-aptamer displacement from GRK2. inhibition of aptamer binding, % at 10 µM. actives 0.59% (n = 330,000). AID 488847;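 active = inhibition of aptamer binding above 40%, roughly 3 SD of noise, on plates passing a quality check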;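 also: median bead fluorescence of bound FAM aptamer so fluorescent compounds give negative values; no value below 0 was filed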
LAP4-GFP MLPCN = alters LAP4-GFP fluorescence in TOR pathway yeast screen | S. cerevisiae LAP4-GFP multiplex, flow cytometry GFP, 3 h; median GFP as percent of DMSO wells | GFP response vs DMSO, % at 10 µM | actives 0.34% (n = 320,000);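 active = GFP response vs DMSO above a set limit, about the screen mean plus 3 SD, cut at about 150% in these data; inconclusive = under 70 cell events counted for the yeast strain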
AGP1-GFP MLPCN = modulators of TOR pathway AGP1-GFP in S. cerevisiae | S. cerevisiae AGP1-GFP multiplex flow cytometry, 3 h; GFP as percent of DMSO wells | GFP response vs DMSO, % at 10 µM | actives 0.02% (n = 320,000) | AID 2066;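 active = GFP response relative to DMSO above a set limit, near screen average plus 3 SD, cut at about 150% in these data; inconclusive = fewer than 70 cells counted for the yeast strain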;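 also: median GFP channel fluorescence of the gated AGP1 strain per well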
RPL19A-GFP yeast = modulators of TOR pathway RPL19A-GFP in S. cerevisiae; S. cerevisiae RPL19A-GFP strain, flow cytometry, 3 h; stronger effect = lower value; percent response vs DMSO, % at 10 µM; actives 0.3% (n = 330,000);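 active = percent response vs DMSO below 50%; inconclusive = fewer than 70 events counted for the yeast strain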;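 also: median channel GFP fluorescence of the barcoded RPL19A-GFP strain; ratio of sample median GFP to plate DMSO average so 100% = DMSO; lower means less RPL19A-GFP as with rapamycin TOR inhibition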
CR mimetic SO = yeast age-related superoxide inhibition as caloric restriction mimetic; actives 0.18% (n = 330,000); superoxide response (% of plate mean), % at 10 µM; S. cerevisiae aged cells, superoxide DHE fluorescence; stronger effect = lower value;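 active = superoxide response under a set limit, about three screen SD below normal, cut at about 65% in these data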;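 also: yeast aged for seven days with compound at 30 °C before DHE staining; 100% = average MFI of all compound-treated wells on the plate with controls excluded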
MEP2 TOR yeast = alters MEP2-GFP fluorescence in TOR pathway yeast screen | S. cerevisiae MEP2-GFP strain, flow cytometry GFP, 3 h; 100% = DMSO control level | GFP response vs DMSO, % at 10 µM | actives 0.51% (n = 330,000) | AID 2016;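 active = GFP response versus DMSO above a set limit, roughly screen mean plus 3 SD, cut at about 180% in these data; inconclusive = fewer than 70 cells counted for a yeast strain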;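 also: median GFP fluorescence of the barcode-gated MEP2-GFP cells per well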
VLA-4 inh = inhibition in a human VLA-4 binding assay; P13612; inhibition, % (about 7 µM as worked out from the volumes in the protocol); actives 0.2% (n = 330,000); VLA-4 expressing cells, ligand binding flow cytometry; AID 2557; in the data active = inhibition above about 50%
Target sequence (P13612 whole entry, looked up): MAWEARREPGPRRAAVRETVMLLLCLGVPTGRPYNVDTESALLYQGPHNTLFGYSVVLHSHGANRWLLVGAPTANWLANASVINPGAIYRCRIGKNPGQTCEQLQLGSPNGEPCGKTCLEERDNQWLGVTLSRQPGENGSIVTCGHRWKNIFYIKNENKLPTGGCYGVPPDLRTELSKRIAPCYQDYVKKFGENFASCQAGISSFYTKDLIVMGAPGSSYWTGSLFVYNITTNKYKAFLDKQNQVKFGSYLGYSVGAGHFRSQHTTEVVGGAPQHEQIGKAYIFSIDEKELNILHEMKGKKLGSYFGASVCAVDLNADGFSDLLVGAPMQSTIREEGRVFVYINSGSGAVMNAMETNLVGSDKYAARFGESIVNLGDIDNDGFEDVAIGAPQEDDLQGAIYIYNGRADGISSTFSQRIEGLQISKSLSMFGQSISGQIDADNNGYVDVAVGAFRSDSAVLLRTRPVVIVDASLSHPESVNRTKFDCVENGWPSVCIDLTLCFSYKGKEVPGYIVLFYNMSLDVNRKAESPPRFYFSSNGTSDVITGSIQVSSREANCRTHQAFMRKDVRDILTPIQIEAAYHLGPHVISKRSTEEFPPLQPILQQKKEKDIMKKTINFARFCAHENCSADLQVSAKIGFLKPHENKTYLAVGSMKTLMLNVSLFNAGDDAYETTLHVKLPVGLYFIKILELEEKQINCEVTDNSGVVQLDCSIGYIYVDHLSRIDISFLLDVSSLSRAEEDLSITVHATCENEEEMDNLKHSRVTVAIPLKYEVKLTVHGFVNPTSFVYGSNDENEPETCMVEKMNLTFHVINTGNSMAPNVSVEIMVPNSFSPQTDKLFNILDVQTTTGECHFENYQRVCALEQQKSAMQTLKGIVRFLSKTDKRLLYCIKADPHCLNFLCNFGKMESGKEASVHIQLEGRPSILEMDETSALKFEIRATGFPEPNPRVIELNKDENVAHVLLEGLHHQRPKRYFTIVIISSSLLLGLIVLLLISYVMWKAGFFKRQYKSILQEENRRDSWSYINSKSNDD
* = called active by the depositor; ? = inconclusive; . = not tested or not shown; [ ] = dose if it differs, or a comment.

Start of the listing, in advance (2 entries):
molecule	CIT2-GFP yeast	GRK2 inh	LAP4-GFP MLPCN	AGP1-GFP MLPCN	RPL19A-GFP yeast	CR mimetic SO	MEP2 TOR yeast	VLA-4 inh
C=CCn1c(CNC(=O)c2cccs2)nnc1SCC(=O)c1ccc(Br)cc1	114	2	87	104	105	101	102	23
CCCCNc1c(C(=O)OCC)c(C)nc2c1cnn2CC	91	0	123	95	107	121	102	15

The listing, from the first entry:
molecule	CIT2-GFP yeast	GRK2 inh	LAP4-GFP MLPCN	AGP1-GFP MLPCN	RPL19A-GFP yeast	CR mimetic SO	MEP2 TOR yeast	VLA-4 inh
C=CCn1c(CNC(=O)c2cccs2)nnc1SCC(=O)c1ccc(Br)cc1	114	2	87	104	105	101	102	23
CCCCNc1c(C(=O)OCC)c(C)nc2c1cnn2CC	91	0	123	95	107	121	102	15
CN(C)/C=C/C(=O)c1cnc(-c2ccccc2Cl)s1	?	10	96[may fluoresce violet]	13[may fluoresce violet]	89[may fluoresce violet]	95	120[may fluoresce violet]	15
CC1(OC(=O)CCc2ccccc2)C(=O)C=C2C=C(c3ccc(C#N)cc3)N(C3CCCC3)C=C2C1=O (stereo not drawn)	62	9	102	67	90	108	85	19
Cc1ccc(S(=O)(=O)N(CC(=O)O)Cc2ccccc2)cc1	91	4	95	88	90	117	98	3
COc1cccc(C(=O)Nc2ccc(NC(=O)C(C)(C)C)cn2)c1	91	0	103	95	99	106	96	7
COc1ccc(-c2[nH]c(-c3ccc(Cl)cc3)nc2SCC(=O)Nc2nccs2)cc1	108	0	113	106	98	95	92	-2
Cc1ccc(OCC(=O)Nc2sc3c(c2C#N)CCC3)cc1	100	0	104	98	94	99	100	14
COCCCC1CCN(Cc2nc(-c3ccccc3)no2)CC1	104	0	99	102	101	85	107	42
Cc1ccc(S(=O)(=O)N2[C@@H](c3ccc(Cl)cc3)C(C(=O)O)=C[C@H]2CC2CCCC2)cc1	?	4	?	?	?	79	?	28
O=C(NCc1ccccc1)c1cccc(NS(=O)(=O)c2cccc3cccnc23)c1	100	1	88	93	98	84	93	4
Nc1nonc1C(=O)NCCNS(=O)(=O)c1ccc(F)cc1	100	1	96	98	100	102	102	14
CCCc1nnc(NC(=O)CCCN2C(=O)c3ccccc3C2=O)s1	110	1	102	111	.	94	106	4
CC(=O)c1c(C)[n+]([O-])c2ccc3c(non3O)c12	97	1	95	94	98	116	94	7
CCNCCNC(=O)c1c(O)c2c([nH]c1=O)CCCC2	102	0	84	109	97	82	111	9
CCn1nc(C)c(Br)c1Nc1ccc(Br)cc1	84	4	112	92	96	96	96	12
COC(=O)c1ccccc1NC(=O)Cn1cnc2cc(C)c(C)cc21	91	3	99	94	97	111	100	6
CC(C)[C@H](NC(=O)NCc1ccc(F)cc1)C(=O)O	101	0	93	94	103	96	100	6
CCOC(=O)c1ccc(NC(=S)NN2CCOCC2)cc1	109	0	98	97	100	83	101	-14
COc1ccc(NC(=O)C2CC(=O)NC(Nc3cccc(C)c3)=N2)cc1 (stereo not drawn)	98	0	93	105	101	101	105	1
COc1ccc(C2(CNC(=O)c3cccc([N+](=O)[O-])c3)CCCCC2)cc1OC	106	0	96	107	103	118	103	16
O=S1(=O)NC(CC2=CCCCC2)C2CCCCC2O1 (stereo not drawn)	70	0	113	82	94	86	88	16
O=C(NCc1ccccc1)C(c1ccccc1)N(Cc1cccs1)C(=O)c1cnccn1 (stereo not drawn)	98	0	101	104	99	90	101	-2
CCCNC(=O)c1cc(-c2ccc(OC)cc2)n(CCCOC)c1C	101	0	89	100	103	90	103	18
Cc1ccc(C(=O)N2CCCCC2C(=O)O)cc1S(=O)(=O)N1CCCCC1 (stereo not drawn)	113	0	100	107	101	82	104	-2
C/C(=N\NC(=O)c1nc2ccccn2c1C)c1ccco1	111	8	96	105	102	100	110	4
COc1cccc(N2CCN(S(=O)(=O)c3ccc(-c4coc(C)n4)cc3)CC2)c1	112	0	115	122	110	114	114	8
Cc1cc(C)c(NC(=S)NCCCSC2CCCCC2)c(C)c1	94	0	102	98	95	110	90	-5
CCn1c(SCC(=O)NCc2ccccc2)nc2ccccc2c1=O	108	0	102	108	100	100	103	10
O=C1CCC(C(=O)Nc2cc(C(F)(F)F)ccc2-n2cncn2)=NN1	93	1	99	95	96	102	103	10
COC(=O)c1cc(=O)n(-c2ccc(F)cc2)c(=Nc2ccc(F)cc2)s1	77	0	112	86	90	89	89	17
O=C(Nc1ccno1)Nc1ccc(Cl)cc1Cl	96	3	102	99	95	112	101	0
CC(Oc1ccc(Cl)cc1Cl)c1ccnc2nc(N3CCOCC3)nn12 (stereo not drawn)	98	1	104	104	93	93	98	-5
CN(CC(=O)Nc1sccc1C#N)C1CCCCC1	87	1	99	95	100	106	91	-3
COc1ccccc1CN(C)C(=O)c1ccc(COc2ccccc2)cc1	101	1	93	96	100	103	99	-3
CC/C(=N\NC(=O)c1c(-c2ccccc2)noc1C)c1ccc(C)o1	107	2	96	100	100	92	106	-9
O=C1CCCc2sccc2N1	101	0	99	104	100	109	105	9
COc1ccc(Cl)cc1C(=O)Nc1ccc(S(=O)(=O)N2CCCC2)cc1	105	2	98	100	102	96	103	0
CCOc1ccc(-c2cnc(SCC(N)=O)nc2N)cc1	101	0	98	107	96	81	102	-7
O=C(COC(=O)C1CCN(S(=O)(=O)c2ccc(Cl)c(C(F)(F)F)c2)CC1)NCc1ccco1	96	1	111	106	99	126	103	-8
C=CCC[C@H](Cc1ccc(F)cc1)C(=O)OC[C@@H](Cc1c[nH]c2ccccc12)NC(=O)[C@@H](CC=C)CC(=O)N[C@H](CO)Cc1ccccc1	95	0	105	99	101	99	102	0
CC1CCc2c(sc(NC(=O)CSc3ncn[nH]3)c2C#N)C1 (stereo not drawn)	92	1	104	98	94	113	93	11
Cc1ccc(N(C(=O)c2cnccn2)C(C(=O)NC2CCCCC2)c2ccc(O)cc2)cc1 (stereo not drawn)	100	4	98	104	96	85	100	15
CCN(CC)c1ccc(C2NC(=O)NC(C)=C2C(=O)Nc2ccccc2)cc1 (stereo not drawn)	107	0	101	101	98	118	102	-419
O=C1C=C(c2ccc(F)cc2OCc2ccccc2)C[C@@H](c2ccc(F)cc2)C1	94	1	99	100	100	92	105	10
CCOC(=O)N1CCC(N2C(=O)c3ccccc3C2Nc2cc(C(=O)OC)cc(C(=O)OC)c2)CC1 (stereo not drawn)	106	0	102	102	98	78	109	-9
CCOC(=O)c1[nH]c2ccc(C)cc2c1NC(=O)CN1CCCCC1	100	0	92	94	91	93	99	1
Cc1ccc(NC(=S)NC2CC3CCCC(C2)N3Cc2cccs2)cc1 (stereo not drawn)	97	0	95	101	95	97	101	30
O=C(CCc1ccccc1)N1CCN(S(=O)(=O)c2cccs2)CC1	117	1	90	104	107	103	109	5
CC[C@H](C)[C@H](NC(=O)c1ccc(Cl)cc1)C(=O)OCC(=O)c1ccc2c(c1)NC(=O)CO2	108	7	100	106	103	104	108	0
Cc1ccc(C)c(NC(=O)CSc2nnc(-c3ccco3)o2)c1	86	0	87	87	90	100	96	-2
CCC(C)NC(=O)c1ccc(NC(=O)CC2SC(N3CCCC3)=NC2=O)cc1 (stereo not drawn)	93	6	92	94	92	95	101	0
CN1CCN(c2ccc(NC(=S)NC(=O)c3cccc4c(Br)cccc34)cc2)CC1	103	0	110	78	97	94	111	13
COC(=O)C1=C(C)NC(=O)NC1c1c(O)ccc2ccccc12 (stereo not drawn)	110	0	90	100	93	109	99	-3
COc1ccc(S(=O)(=O)NCCc2ccccc2)c2cccnc12	95	1	94	95	102	98	101	14
Cc1ccc(CNS(=O)(=O)c2ccc3c(c2)C(C)(C)C(=O)N3C)cc1	99	1	107	108	99	104	109	-6
Cc1ccc(CSc2[nH]c(=O)ncc2C)cc1	97	0	99	101	101	88	103	10
Cc1onc(-c2ccc(Cl)cc2Cl)c1-c1csc(N/N=C/c2ccccc2Cl)n1	99	0	103	101	96	101	94	2
COc1ccc(Nc2n[nH]c(N)c2C(N)=O)cc1	102	3	98	111	99	105	110	1
CCOc1ccccc1-n1nnnc1SCC(=O)NC(=O)Nc1ccc2c(c1)OCCO2	104	0	106	104	102	103	108	11

Later entries
molecule	CIT2-GFP yeast	GRK2 inh	LAP4-GFP MLPCN	AGP1-GFP MLPCN	RPL19A-GFP yeast	CR mimetic SO	MEP2 TOR yeast	VLA-4 inh
CC(=O)c1cc2c(cc1NC(=O)CCc1ccccc1)OCO2	100	1	113	105	107	97	99	-9
COc1ccc(NS(=O)(=O)c2ccc3c(c2)[C@H]2C=CC[C@H]2[C@@H](c2ccc(C(=O)O)cc2)N3)cc1	90	4	93	95	104	90	103	-5
CN(c1ccccc1)S(=O)(=O)c1cccc(NC(=O)c2ccc(=O)[nH]c2)c1	97	2	100	97	99	98	102	15
O=C1[C@H]2CCCC[C@H]2C(=O)N1CCCCN1CCN(c2nsc3ccccc23)CC1	109	0	106	103	103	98	97	11
O=C(O)Cc1ccc(NC(=O)Nc2ccc3c(c2)OCO3)cc1	86	0	75	84	113	104	110	8
O=C(NCCc1ccccc1)c1nccc2ccccc12	66	1	107	75	94	105	90	11
Cc1c(/C=C/C(=O)c2ccccc2O)cnn1C	81	1	93	84	95	83	88	22
Cc1nc2ncnn2c(C)c1CCC(=O)N1CCN(C(=O)c2ccco2)CC1	110	0	98	106	103	102	109	6
